High-throughput results as filed in PubChem BioAssay.
aSyn yeast inh – inhibitors of alpha-synuclein toxicity in yeast | Yeast expressing alpha-synuclein, growth rescue, BacTiter-Glo, 24 h | AID 652106 | Potency, µM (titrated, usually from 46.1 µM), without a hit: at the highest dose growth rescue (activation), hits mostly activators | 0.14% of 370,000 active; further: potency means the concentration at half of the fitted maximal effect; % of control where 0% means no effect; nearly all actives have a fitted effect of over 65% in size
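Rescue of yeast growth: cells expressing toxic alpha-synuclein, induced in galactose at OD600 0.02, incubated with compound 24 h at 30 C. ATP luminescence quantified growth; inhibitors of toxicity appear as activators.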
GLP-1R agonist – GLP-1 receptor (human) agonism; HEK293 GLP-1R CRE-luciferase, luminescence, 4-6 h; cells express a hypersensitive GLP-1R form; Potency, µM (titrated, usually from 45.6 µM), inactives show at the highest dose activation, hits mostly activators; 0.007% of 380,000 active; AID 624172; further: potency means the concentration at half of the fitted maximal effect; % of control where 0% means no effect
PTHR1 ag – PTHR1 (human) receptor agonism; Q03431; Potency, µM (doses to about 115 µM), inactives show top-dose activation, actives largely listed as activators; HEK293 GP2 PTHR1 cells, GloSensor cAMP luminescence, 1 h; 0.075% of 410,000 active; AID 743266; further: potency means the concentration at half of the fitted maximal effect; nearly all actives have a fitted effect of over 55% in size; some results filed as inactive show a strong effect at the top dose; inactives centre near -15; many of its hits are not listed in these tables
Target sequence (Q03431 whole entry, looked up): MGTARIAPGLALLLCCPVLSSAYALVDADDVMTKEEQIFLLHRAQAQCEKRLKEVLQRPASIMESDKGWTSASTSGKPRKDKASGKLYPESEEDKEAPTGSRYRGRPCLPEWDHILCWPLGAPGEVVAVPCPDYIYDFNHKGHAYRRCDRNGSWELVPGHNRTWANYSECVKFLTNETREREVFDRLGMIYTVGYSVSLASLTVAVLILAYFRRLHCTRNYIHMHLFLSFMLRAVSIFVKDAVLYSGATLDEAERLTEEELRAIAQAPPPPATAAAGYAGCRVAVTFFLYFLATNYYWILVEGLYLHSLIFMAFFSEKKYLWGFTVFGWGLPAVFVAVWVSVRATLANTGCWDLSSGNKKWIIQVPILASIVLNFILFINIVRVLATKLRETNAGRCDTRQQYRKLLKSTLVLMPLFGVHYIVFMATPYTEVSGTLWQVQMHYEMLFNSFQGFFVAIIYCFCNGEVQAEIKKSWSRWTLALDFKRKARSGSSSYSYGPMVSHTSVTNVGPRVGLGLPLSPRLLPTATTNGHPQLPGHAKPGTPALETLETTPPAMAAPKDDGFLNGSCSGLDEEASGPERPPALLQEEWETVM
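HEK-293-derived GP2 cells expressing PTHR1 and a GloSensor cAMP reporter, 3,000/well, plated overnight, given luciferin plus IBMX (each 0.5 mM as added) for 1 h at 37 °C, then compound for 1 h at 37 °C. Luminescence was read after 15 min at room temperature.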
KB-V1 MDR tox – kills drug-selected multidrug resistant KB-V1 cells | AID 1347076 | 3.4% of 400,000 active | Potency, µM (doses to about 46.1 µM), without a hit: at the highest dose activity change, negative = cytotoxicity, most hits filed as cytotoxic | KB-V1 MDR cells viability, CellTiter-Glo, 72 h; further: potency means the concentration at half of the fitted maximal effect; on the % scale 0 is the no-effect control and ±100 the full control effect; nearly all actives have a fitted effect of over 60% in size
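Cells of the MDR subline KB-V1 are plated, dosed with compound at multiple concentrations, and incubated 72 h at 37 degrees C; CellTiter-Glo is then added and luminescence read after 10 min.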
D3 antag – blocks the human D3 dopamine receptor | P35462 | 2.5% of 360,000 active | AID 652054 | max response, negative = inhibition, % | D3R cells, DiscoveRx beta-arrestin luminescence, antagonist mode; active compounds read low; in the data active means max response below about -50%; inconclusive means no clear call, values can overlap the other calls; further: on the % scale 0 is the no-effect control and ±100 the full control effect; mostly tested at two doses, the higher about 12 µM
Target sequence (P35462 whole entry, looked up): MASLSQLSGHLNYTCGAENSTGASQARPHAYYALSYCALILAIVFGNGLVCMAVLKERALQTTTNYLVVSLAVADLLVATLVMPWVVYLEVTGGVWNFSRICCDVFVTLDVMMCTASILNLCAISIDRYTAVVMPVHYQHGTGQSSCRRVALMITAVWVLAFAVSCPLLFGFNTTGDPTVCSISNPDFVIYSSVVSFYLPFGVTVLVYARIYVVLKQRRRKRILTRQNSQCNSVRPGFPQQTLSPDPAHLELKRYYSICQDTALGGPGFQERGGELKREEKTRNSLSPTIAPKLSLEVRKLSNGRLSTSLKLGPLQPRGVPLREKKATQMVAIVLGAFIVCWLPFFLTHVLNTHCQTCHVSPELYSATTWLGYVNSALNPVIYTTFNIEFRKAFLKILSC
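Cells expressing the human receptor were seeded at 1500 cells/well, incubated overnight at 37 degrees C in 5% CO2, then exposed to library compounds with dopamine controls for 90 minutes at 37 degrees C before luminescent detection.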
D3 ag – D3 dopamine receptor (human) agonism | D3R DiscoveRx beta-arrestin cells, luminescence, 90 min | 0.58% of 410,000 active | max activation, %; in the data active means max activation above about 30%; further: 0% is about no effect; mostly tested at two doses, the higher about 12 µM
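Cells at 1500/well, incubated overnight, then treated with pinned compounds (dopamine as control) for 90 min at 37 degrees C. DiscoveRx reagent added for 30 - 60 minutes at room temperature; luminescence read.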
GLP1R inv ag – inverse agonists of human GLP-1 receptor; P43220; HEK293 GLP-1R CRE-luciferase, luminescence, 24 h; GLP-1R form is constitutively active; 1.6% of 410,000 active; Potency, µM (doses to about 38.3 µM), for the others: at the top dose activity change, negative = inhibition, most hits filed as inhibitors; further: potency means the concentration at half of the fitted maximal effect; on the % scale 0 is the no-effect control and ±100 the full control effect; nearly all actives have a fitted effect of over 55% in size
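Readout was luciferase luminescence, measured 12 min after detection reagent at room temperature. Beforehand, GLP-1R reporter HEK293 cells had sat 12 h, then received compounds for 24 hr at 37 deg C.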
TDP-43 yeast inh – inhibitors of TDP-43 toxicity in yeast; AID 652104; Potency, µM (highest dose often 46.1 µM), without a hit: at the highest dose growth rescue (activation), usual class: activators; 1.8% of 410,000 active; TDP-43 expressing yeast growth rescue, BacTiter-Glo, 24 h; further: potency means the concentration at half of the fitted maximal effect; % of control where 0% means no effect; nearly all actives have a fitted effect of over 50% in size
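Yeast expressing TDP-43 (pregrown in raffinose, seeded at OD600=0.02 in galactose medium) exposed to compounds 24 hr at 30 deg C. Growth read by BacTiter-Glo luminescence; rescue of toxicity appears as increased signal.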
GLP1R cytotox – cytotoxicity in counter-screen for GLP-1R inverse agonists; HEK293 cAMP-luciferase reporter cells, luminescence, 24 h; Potency, µM (series often up to 38.3 µM), inactives show at the top dose activity change, negative = inhibition, hits mostly inhibitors; 0.13% of 410,000 active; AID 624418;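 further: loss of luciferase light is scored as toxicity; potency means the concentration at half of the fitted maximal effect; on the % scale 0 is the no-effect control and ±100 the full control effect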
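Cells in DMEM/10% Nu serum/1% pen-strep, 1536-well format. Pre-incubated 12 h, dosed with 23 nL compound, incubated a further 24 h. Luciferase detection, 12 min at room temp, luminescence.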
An asterisk follows results filed as active; i = inactive; ? = inconclusive; · = no result given; & = joins results of further samples; [ ] = dose if it differs, or a comment. Unless noted, the call rests on the fitted dose curve; in most records, active means well fitted curve in the direction sought with a large enough effect; inconclusive means small, poorly fitted or top-dose-only effect, or another doubt; inactive means no such curve, though single readings can be large; an effect the other way counts as inactive or inconclusive. Not all compounds are listed; count on the stated rates, not on these rows.

SMILES	aSyn yeast inh	GLP-1R agonist	PTHR1 ag	KB-V1 MDR tox	D3 antag	D3 ag	GLP1R inv ag	TDP-43 yeast inh	GLP1R cytotox
Cn1c(CN2CCCC2)nc2cc(NC(=O)COc3ccc([N+](=O)[O-])cc3)ccc21	1%	1%	-19%	-3%	-20	-6	?	0%	-12%
COc1ccc(CNC(=O)CN2C(=O)COc3ccc(S(=O)(=O)N4CCCCCC4)cc32)cc1	·	·	i	·	·	7	-17%	16%	-6%
O=C(C1CCCN(S(=O)(=O)Cc2ccccc2)C1)N1CCCCC1 (stereo not given)	-2%	-23%	-2%	?	0	6	0%	0%	0%
OCCN1CCN(c2ncnc3sc(-c4ccccc4)cc23)CC1	-1%	22%	0%	-17%	9	-3	-19%	-16%	20%
CC(=O)Nc1ccc(S(=O)(=O)N2CCN(C(=O)c3cccnc3)CC2)cc1	7%	-5%	i	6%	13	4	8%	5%	2%
CCC(C)(C)NC(=O)C(c1cccs1)N(C(=O)c1ccn[nH]1)c1ccccc1 (stereo not given)	1%	-7%	i	-2%	-10	-3	-21%	8%	5%
Clc1ccc(CSc2nnc(-c3sccc3-n3cccc3)o2)cc1	8%	2%	-24%	-13%	2	3	?	19%	12%
COC(=O)CCC(=O)Nc1sc(C)c(C)c1C(N)=O	-29%	0%	i	?	-4	1	3%	-5%	-5%
O=C(CN1C(=O)/C(=C\c2cccc(F)c2)Oc2ccccc21)N1CCN(c2ccccn2)CC1	-8%	-14%	i	-31%	11	-2	2%	4%	-24%
Cc1ccc(S(=O)(=O)N2CCN(S(=O)(=O)N3CCCCC3)CC2)c(C)c1	3%	-1%	-7%[57.5 µM]	-26%	6	3	-24%	-10%	7%
Cn1c(N)c(C(=O)CSc2nnc(NC3CCCCC3)s2)c(=O)n(C)c1=O	0%	8%	-6%	0%	10	3	37%[activator]	-9%	-4%
Cc1ccc(Cl)cc1NC(=O)CCC(=O)Nc1cc(Cl)ccc1C	3%	-9%	-19%	16%	2	2	14%	5%	-4%
CCCN(C(=O)COC(=O)CC1CCCCC1)c1c(N)n(Cc2ccccc2)c(=O)[nH]c1=O	-5%	5%	i	-8%	-23	-6	14%	5%	6%
CCC(=O)Nc1ccnc(-c2cccnc2)n1	0%	-11%	i	2%	14	4	15%	-19%	0%
COC(=O)c1ccccc1NC(=O)NC1CCC(C)CC1 (stereo not given)	-11%	24%	-10%	11%	17	5	?	15%	7%
O=C(NCc1nnc(SCC(=O)N2CCCc3ccccc32)n1-c1ccccc1)c1cccc2ccccc12	10%	24%	-14%	16µM*	-12	-8	?	2%	10%
O=C(NCc1ccc2c(c1)OCO2)Nc1ccc([N+](=O)[O-])cc1	-2%	-2%	-35%[inhibitor]	-42%	?	-22	0%	-13%	?
Cc1ccc(-c2nc3ccc(Br)cn3c2Cc2ccccc2C(F)(F)F)cc1	13%	1%	-55%[inhibitor]	?	-15	-2	?	?	-24%
CC1S/C(=N/N=C2CCCCC2)NC1=O (stereo not given)	-4%	4%	i	15%	-3	0	?	-9%	?
COc1nnc(-c2ccc(N3CCCCC3)c(NC(C)=O)c2)c2ccccc12	6%	2%	-6%[57.5 µM]	-17%	-14	2	0%	22µM*	1%
N#CC1=C(N)Oc2n[nH]c(-c3ccc(F)cc3)c2C1c1ccncc1 (stereo not given)	-6%	-1%	17%	1%	-8	-4	15%	4%	11%
O=C(Nc1ccc2nc(-c3ccc4nc[nH]c4c3)[nH]c2c1)c1cccs1	5%	4%	-6%[57.5 µM]	-9%	-69*	-5	16%	-8%	-10%
CN(Cc1ccccc1)C(c1ccnc2ccccc12)c1nnnn1-c1ccc2c(c1)OCCO2 (stereo not given)	-2%	5%	-30%[inhibitor]	?	-11	50*	?	?	-10%
COc1ccccc1-c1noc(CSc2nnc(Cc3ccccc3)n2-c2ccc(C)c(C)c2)n1	·	·	i	-11%	·	18	?	25%	-1%
Cc1cc2oc(=O)cc(CN3CCCCC3)c2cc1O	?	20%	-6%	-12%	-13	-4	14%	21%	1%
CC1CCN(S(=O)(=O)c2ccc3c(c2)CCN3)CC1	·	·	-6%	·	·	3	1%	-14%	0%
CC1(c2ccccc2)NC(=O)N(CC(=O)Nc2cc3c(cc2Br)OCCO3)C1=O (stereo not given)	2%	9%	-10%	6%	-14	5	-9%	-9%	-5%
O=C(/C=C/c1ccccc1)Nn1c(-c2cccs2)nc2ccccc2c1=O	0%	-1%	i	3%	15	-1	?	16%	4%
O=C(COC(=O)c1ccc(Cl)nc1)NC1CCCCCC1	-3%[1.84 µM]	-9%	26%	7%	-28	-8	6%	5%	5%
O=C(N/N=C/c1ccc(OCc2ccccc2)cc1)c1cc[n+](Cc2ccccc2)cc1	2%	8%	i	12%	-59*	-3	13%	20µM*	-14%
COc1cc(O)c(C(=O)/C=C/c2ccccc2)c(OC)c1	-1%	-4%	-39%[inhibitor]	?	38	4	?	27%	-1%
COc1ccc([C@H]2/C=C\CN(C(=O)CC(C)(C)C)[C@@H](C)C(=O)N2Cc2ccc(F)cc2)cc1	3%	-3%	-16%	24%	9	-3	?	35µM*	-5%
COc1cc(NC(=S)Nc2cccc(Cl)c2Cl)c(OC)cc1Cl	1%	0%	-15%[57.5 µM]	4%	-25	-4	?	14%	-27%
CCCCNC(=O)O[C@H]1C[C@@H]2CCN3C(=O)CCC(C)(C)[C@H](C1)[C@H]23	-3%	1%	-6%	-7%	10	0	-4%	25%	?
CC(C)CCC(C(=O)O)C(C)CC(=O)NNC(=O)c1ccco1 (stereo not given)	-4%&-4%	0%&-1%	-11%	23%&5%	-11&-7	7&2	-5%&1%	-6%&-20%	0%&-1%
CCN(CC)S(=O)(=O)c1cccc(C(=O)Nc2ccc(S(=O)(=O)NC3=NCCCCC3)cc2)c1	-6%	6%	-77%[inhibitor]	-1%	-22	-9	15%	14%	6%
O=S(=O)(c1ccc(S(=O)(=O)N2CCN(C3CCCCC3)CC2)cc1)N1CCCCCC1	-4%	-6%	i	18%	13	11	-10%	-11%	7%
Cc1[nH]c(=O)[nH]c(=O)c1S(=O)(=O)N1CCCCC1	-3%	-1%	i	0%	6	6	7%	-1%	-2%
N#Cc1ccc(CN2CCN(C(=O)Cn3nc(C(N)=O)c4ccccc4c3=O)CC2)cc1	-2%	-1%	-8%	1%	10	-1	14%	0%	5%
O=C(CSc1oc(-c2ccco2)nc1S(=O)(=O)c1ccc(F)cc1)NCC1CCCO1 (stereo not given)	-5%	-12%	-1%[57.5 µM]	?	-13	-8	12%	-25%	5%
N#Cc1ccc(Oc2ccc(-c3nc4ccccc4nc3-c3ccccc3)cc2)cc1C#N	-2%	0%	i	21µM*	22	-3	14%	-7%	12%
CCOC(=O)c1c(C)[nH]c(C(=O)OC/C(O)=C(\C#N)c2nc3ccccc3[nH]2)c1C	3%	-8%	i	0%	-52*	-1	?	13%	-13%
Cn1c(=O)c([N+](=O)[O-])c(-n2cnc3ccccc32)c2ccccc21	8%	-1%	-27%	?	-18	-6	?	-15%[1.82 µM]	-19%
CN1CCN(CCCNC(=O)Nc2cccc3ccccc23)CC1	-7%	-1%	i	0%	-12	1	-5%	-6%	-2%
COc1ccc(C(=O)CN(C(=O)c2ccc(Cl)cc2)N2C(=O)c3ccccc3C2=O)cc1	12%	6%	8%[57.5 µM]	-11%	-10	-5	1%	-8%	-2%
CC(=O)c1c(C)nc2ccc(Br)cc2c1-c1ccccc1	-9%	28%	-17%	?	25	0	?	?	-1%
CCOc1ccc2nc3c(cc2c1)CN(CCOC)C(=NC)S3	2%	0%	-4%	0%	29	1	5%	11%	-8%
COC(=O)CSc1snnc1-c1ccc(F)cc1	0%	-6%	-4%[57.5 µM]	14%	-2	3	7%	11%	1%
O=C(OC(C(=O)NC1CCCC1)c1ccncc1)C1=Cc2ccccc2OC1 (stereo not given)	-2%	-2%	i	-11%	26	-4	-18%	-7%	-21%
CCOCCCNC(=S)N(CCO)Cc1cc2cc3c(cc2[nH]c1=O)OCCO3	2%	10%	i	28%	3	-2	18%	19%	-1%
COc1cccc(-n2c(=O)c3sccc3n(Cc3cc(=O)n4cc(Cl)ccc4n3)c2=O)c1	·	·	i	·	·	7	14%	13%	0%
Cc1ccc(-n2c(SCC(=O)NCC3CCCO3)nnc2-c2ccoc2C)cc1 (stereo not given)	1%	0%	i	-13%	-17	1	-29%	11%	-7%
N=C1C(c2ccccc2)=C(O)CN1CCO	-5%	3%	42%	0%	-20	-7	11%	-2%	1%
N#Cc1c(NC(=O)CSCC(=O)O)sc2c1CCCC2	6%	-3%	-6%[57.5 µM]	10%	-2	1	6%	-15%	-2%
COC(=O)c1cn(-c2ccc(F)cc2)c(=O)c2ccccc12	5%	18%	i	1%	-4	3	11%[7.66 µM]	1%[9.22 µM]	12%[7.66 µM]
CC(C)(C)NC(=O)C(c1cc2ccccc2o1)n1c(=O)c(-c2ccccc2)nc2ccccc21 (stereo not given)	2%	·	-8%	-15%	-5	-1	?	26%	3%
Cc1cccc(NC(=O)C2CC(=O)OC23CCCCC3)c1 (stereo not given)	-5%	5%	-2%	-2%	-18	0	?	-10%	-17%

A different layout for part of the listing above:
smiles | aSyn yeast inh | GLP-1R agonist | PTHR1 ag | KB-V1 MDR tox | D3 antag | D3 ag | GLP1R inv ag | TDP-43 yeast inh | GLP1R cytotox
COc1ccc([C@H]2/C=C\CN(C(=O)CC(C)(C)C)[C@@H](C)C(=O)N2Cc2ccc(F)cc2)cc1 | 3% | -3% | -16% | 24% | 9 | -3 | ? | 35µM* | -5%
O=S(=O)(c1ccc(S(=O)(=O)N2CCN(C3CCCCC3)CC2)cc1)N1CCCCCC1 | -4% | -6% | i | 18% | 13 | 11 | -10% | -11% | 7%
